# GLS inh: blocks human kidney-isoform glutaminase activity; actives 0.21% (n = 410,000); Potency, µM (titrated, usually from 45.5 µM), without a hit: at the top dose activity change, negative = inhibition, hits mostly inhibitors; GLS enzymatic activity, qHTS titration; further: potency means the concentration at half of the fitted maximal effect; on the % scale 0 is the no-effect control and ±100 the full control effect
#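 Human kidney-isoform GLS in 45 mM KH2PO4 pH 8.2, 0.02% Tween-20, with compound, started with 1mM L-Glutamine (added stock). Glutamate oxidase/HRP/Amplex red coupled fluorescence read at start and after 30 min at RT.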
# BAZ2B block: BAZ2B (human) inhibition. AlphaScreen BAZ2B-H3K14Ac peptide displacement. Q9UIF8. actives 4.4% (n = 360,000). Potency, µM (highest dose often 114 µM), for inactives: at the highest dose activity change, negative = inhibition, most hits filed as inhibitors; further: potency means the concentration at half of the fitted maximal effect; on the % scale 0 is the no-effect control and ±100 the full control effect; nearly all actives have a fitted effect of over 60% in size
#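 Protein-peptide AlphaScreen: BAZ2B 50 nM, b-H3K14Ac 50 nM, 1x PBS pH 7.4 + 0.01% Tween-20. Preincubation 30 min RT; cpd 30 min RT (top 110 uM); beads 20 min RT, light-protected.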
# ALOX12 inh: ALOX12 (human) lipoxygenase inhibition; Potency, µM (titrated, usually from 108 µM), without a hit: top-dose activity change, negative = inhibition, actives largely listed as inhibitors; purified 12hLO, xylenol orange hydroperoxide absorbance; actives 1.1% (n = 580,000); P18054; further: potency means the concentration at half of the fitted maximal effect; on the % scale 0 is the no-effect control and ±100 the full control effect
#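 Purified human 12hLO at 150 nM in 25 mM Hepes, 0.01% Triton X-100, pH 7.0, preincubated 15 min at room temperature with compound. Reaction started with 40 uM arachidonic acid, 30 min at room temperature. Hydroperoxide measured by Fe-xylenol orange, 573/405 nm absorbance ratio.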
# HP1b binding inh: inhibitors of HP1-beta chromodomain binding to methylated histone tails; P83916; AlphaScreen HP1-beta / biotin-H3K9me3 peptide binding; Potency, µM (series often up to 114 µM), without a hit: at the top dose activity change, negative = inhibition, actives largely listed as inhibitors; actives 0.56% (n = 390,000); AID 540317; further: potency means the concentration at half of the fitted maximal effect; nearly all actives have a fitted effect of over 70% in size; inactives centre near 23
#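 Compound inhibition of the preformed complex between 50 nM HP1-beta and 50 nM biotinylated H3K9me3 peptide was read by AlphaScreen. Buffer was PBS pH 7.4 with 0.01% Tween-20. Incubations ran 30 min at room temperature, with 10 ug/mL donor/acceptor beads.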
# PI4K2A block: inhibitors of human PI4K2A; Q9BTU6; actives 0.13% (n = 420,000); purified PI4K2A, ADP-Glo luminescence, 1 h; active compounds read low; activity change, negative = inhibition, % at 76.9 µM; in the data active means activity change below about -50%; inconclusive means mostly about -30% to -49%;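 further: -100% = wells without enzyme as full effect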
# Target sequence (Q9BTU6 whole entry, looked up): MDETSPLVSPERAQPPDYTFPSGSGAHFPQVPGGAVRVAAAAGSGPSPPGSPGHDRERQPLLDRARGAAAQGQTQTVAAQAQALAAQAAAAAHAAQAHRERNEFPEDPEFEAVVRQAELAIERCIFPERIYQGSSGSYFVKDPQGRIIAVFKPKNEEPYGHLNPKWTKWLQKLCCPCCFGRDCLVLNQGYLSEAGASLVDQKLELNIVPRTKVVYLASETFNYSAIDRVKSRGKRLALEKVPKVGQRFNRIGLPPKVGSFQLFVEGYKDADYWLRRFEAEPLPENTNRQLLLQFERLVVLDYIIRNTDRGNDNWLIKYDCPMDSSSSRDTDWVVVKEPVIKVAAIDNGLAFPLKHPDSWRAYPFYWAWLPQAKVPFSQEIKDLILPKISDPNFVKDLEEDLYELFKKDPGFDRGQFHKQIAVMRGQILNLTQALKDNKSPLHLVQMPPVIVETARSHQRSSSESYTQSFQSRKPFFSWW
#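 ADP-Glo luminescence measured ADP generated by PI4K2A enzyme (4 ug/mL before mixing) with 1.2 mM PI substrate (pre-mix) and 300 microM ATP (pre-mix). Tris pH7.5 buffer with MgCl2, Triton X-100; 1 h reaction at ambient temperature.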
# RGS4 inh: inhibitors of human regulator of G protein signaling 4 | P49798 | Transcreener GDP fluorescence polarization, RGS4-accelerated GTP hydrolysis | Potency, µM (highest dose often 114 µM), for inactives: at the highest dose activity change, negative = inhibition, usual class: inhibitors | actives 0.039% (n = 390,000); further: potency means the concentration at half of the fitted maximal effect; on the % scale 0 is the no-effect control and ±100 the full control effect; nearly all actives have a fitted effect of over 75% in size; some results filed as inactive show a strong effect at the top dose
# Target sequence (P49798 whole entry, looked up): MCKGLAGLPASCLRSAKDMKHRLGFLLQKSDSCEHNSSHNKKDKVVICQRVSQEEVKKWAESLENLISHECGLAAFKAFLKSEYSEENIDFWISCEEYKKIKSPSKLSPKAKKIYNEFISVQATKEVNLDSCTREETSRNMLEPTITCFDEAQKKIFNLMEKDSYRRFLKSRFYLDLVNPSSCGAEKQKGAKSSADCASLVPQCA
#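 MLSMR compounds (23 nl, pin-transferred) preincubated 10 min at room temperature with a 500nM (2x) first reagent, then RGS4 at 900nM (2x) plus Transcreener GDP mix added; fluorescence polarization (620/688 nm) read before and after 90 min at 30 °C.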
# ERG Ets-DNA blk: blocks human ERG Ets domain binding to DNA; fluorescence polarization, His-ERG Ets domain / labelled DNA; P11308; actives 0.028% (n = 370,000); Potency, µM (titrated, usually from 76.9 µM), inactives show at the top dose FP activity, negative = inhibition, most hits filed as inhibitors; AID 624246; active means well fitted inhibition curve with a large enough effect in the polarisation, with a control signal flat; inconclusive means small, poorly fitted or top-dose-only effect, or effect the other way, or a change in a side signal; inactive means no such curve, though single readings can be large or run the other way; the % refers to the polarisation;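 further: polarization taken with two DNA probes labelled with fluorescein and Texas red; potency means the concentration at half of the fitted maximal effect; % of control where 0% means no effect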
#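 His-tagged ERG Ets domain (1 uM in the protein solution; 300mM KCl, 50mM Tris-HCl, 1mM EDTA, 1mM DTT, pH 7.5) received compound, then a probe mix of 5 nM fluorescein-DNA and 100nM Texas-615-DNA. Fluorescence polarization was read for both dyes.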
# G9a block: G9a (human) methyltransferase inhibition. Q96KQ7. G9a H3K9 monomethylation, AlphaScreen, 2 h. Potency, µM (highest dose often 102 µM), for the others: top-dose activity, negative = inhibition, actives largely listed as inhibitors. actives 8.8% (n = 350,000). AID 504332; further: potency means the concentration at half of the fitted maximal effect; on the % scale 0 is the no-effect control and ±100 the full control effect; nearly all actives have a fitted effect of over 75% in size
# Target sequence (Q96KQ7 913-1193 limits assumed): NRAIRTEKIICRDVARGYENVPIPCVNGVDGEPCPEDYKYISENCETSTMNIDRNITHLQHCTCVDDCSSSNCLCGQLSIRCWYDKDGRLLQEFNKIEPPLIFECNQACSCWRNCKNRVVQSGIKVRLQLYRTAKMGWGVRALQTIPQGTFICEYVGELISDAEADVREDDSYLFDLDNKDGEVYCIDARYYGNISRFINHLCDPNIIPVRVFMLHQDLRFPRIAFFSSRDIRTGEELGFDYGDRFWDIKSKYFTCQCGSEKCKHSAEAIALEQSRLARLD
#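 Using a bead-based AlphaScreen, monomethylated H3K9 product from 2 h room-temperature reactions (G9a 20 nM, peptide 500 nM, SAM 20 uM) was detected with 0.5 ug/mL rabbit anti-H3K9me1 antibody.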
# JMJD2A Tudor inh: blocks the human JMJD2A Tudor domain | O75164 | AlphaScreen JMJD2A-Tudor / H3K4me3 peptide binding | Potency, µM (titrated, usually from 114 µM), for the others: top-dose activity change, negative = inhibition, hits mostly inhibitors | actives 4.4% (n = 390,000); further: potency means the concentration at half of the fitted maximal effect; on the % scale 0 is the no-effect control and ±100 the full control effect; nearly all actives have a fitted effect of over 50% in size
# An asterisk follows results filed as active; ? = inconclusive; / = not tested or not shown; & = joins results of further samples; [ ] = another dose, or the depositor's remark. Unless noted, the call rests on the fitted dose curve; in most records, active means well fitted curve in the direction sought with a large enough effect; inconclusive means small, poorly fitted or top-dose-only effect, or another doubt; inactive means no such curve, though single readings can be large; an effect the other way counts as inactive or inconclusive. Not all compounds are listed, so the mix of outcomes need not match the whole.
# Results follow in this order: GLS inh, BAZ2B block, ALOX12 inh, HP1b binding inh, PI4K2A block, RGS4 inh, ERG Ets-DNA blk, G9a block, JMJD2A Tudor inh
COc1ccc(-c2c3c(cc4ncn(Cc5ccccc5)c24)COC3=O)cc1
    4%, ?, 0%, 31%, -1, -17%, 4%, -23%[0.501 µM], -12%
CCOc1cc(Cl)c(S(=O)(=O)NCCCn2ccnc2)cc1Cl
    -9%, -34%, 24%, 32%, 0, 7%, 10%, -14%, -9%
COc1ccc(CCC(=O)N(C)CC(=O)Nc2ccc(N3CCOCC3)cc2)cc1
    1%, -19%, -14%, 7%, -2, -5%, -15%, 25%[59 µM], -13%
COc1ccc(C(=O)COC(=O)C(CCSC)NS(=O)(=O)c2ccc(Cl)cc2)cc1 (stereo not drawn)
    20%, -31%, ?, -5%, 2, -4%, -1%, ?, -22%
CCOCC(=O)Nc1cccc(C(=O)OCC)c1
    1%, 3%, -8%, 18%, -3, -26%, -7%, -2%[12.7 µM], -3%
Cc1cc(C)n(-c2nc3ccccc3nc2N2CCN(C(=O)c3ccc(Cl)cc3)CC2)n1
    0%, -2%, -18%&-5%, 69%[activator], 0, 3%, /, -3%[59 µM], 20%
CCOC(=O)C1CCCN(C(=O)c2cccc3ccccc23)C1 (stereo not drawn)
    13%, 1%, 19%, -2%, -2, -15%, -1%, 15%, -11%
O=C(/C=C/c1cccc(Br)c1)NCC1CCCCC1
    2%, 3%, -17%, 27%, 2, -5%, -3%, 40%[activator][59 µM], 10%
CCOc1cc(/C=N/O)cc(Br)c1OCc1ccc(Cl)cc1
    5%, 19%, -15%, 28%, -9, 0%, -3%, 2%[59 µM], 29%
O=C1N(Cc2ccccc2)c2ccccc2C1(O)c1c[nH]c2ccccc12 (stereo not drawn)
    1%, -33%, -37%, 13%, 2, -3%, -6%, -7%[59 µM], -24%
CN(Cc1ccccc1)c1nc(N)nc(Cl)c1C=O
    0%, -3%, -1%, 45%[activator], -3, 7%, -9%, 6%, 0%
CCc1ccc(NC(=O)C(C)OC(=O)c2ccc(N3CCCC3)c([N+](=O)[O-])c2)cc1 (stereo not drawn)
    12%, -2%, -11%, 35%, -2, 8%, 12%, 7%[59 µM], -9%
CCCOc1ccc(/C=N/O)cc1
    33%[activator], 0%, -6%, 24%, -4, -29%, -6%, 10%[0.0925 µM], -3%
Cc1ccc2c(CN(C)Cc3ccc(Cl)cc3)cc(=O)oc2c1
    1%, 18%, -6%, 61%[activator], -1, 1%, -8%, 9%, 48%[activator]
O=C(c1cc2ccccc2cc1OCC(O)CN1CCCCC1)N1CCCCC1 (stereo not drawn)
    1%, 1%, 10%, -6%, -7, 23%, 5%, -8%, -20%
O=c1[nH]nc(Cc2ccccn2)c2ccccc12
    -2%, 4%, -6%, 33%, -1, 1%, -4%, 22%, -4%
Cc1ccc(NC(=O)c2ccc(CN3C(=O)CCn4nc(C)cc43)cc2)c(Cl)c1
    -12%, -6%, 0%, 37%[activator], 3, 15%, 9%, -29%[59 µM], -3%
CCOc1ccccc1NC(=O)Cn1cnc2onc(-c3ccc(F)cc3)c2c1=O
    -1%, 11%[57.1 µM], -15%, 40%[activator], -2, -18%, 1%, -5%[59 µM], -8%
CN(C)CCCNc1cc(O)c2ncccc2c1
    13%, 8.9µM*, -23%, -1%, ?, 3%, /, ?, 35µM*
COc1ccccc1CNc1ccc(-c2nc(C)no2)cc1[N+](=O)[O-]
    -4%, -2%, -11%, 52%[activator], -2, 7%, -2%, -26%[59 µM], -6%
COc1ccccc1C1C(C(=O)c2cc3ccccc3o2)=C(O)C(=O)N1CCN1CCOCC1 (stereo not drawn)
    23%, ?, 0%, 27%, -11, -49%, -5%, 8.9µM*, 89µM*
Cc1nn(-c2ccccc2)c(N2CCCC2)c1/C=N/NC(=O)c1cc(-c2cccnc2)nc2ccccc12
    17%, -35%, 9%, -10%, -4, -9%, -8%, -10%[59 µM], ?
COc1ccc(N=Nc2c(N)nn(C)c2N)cc1
    29%, /, ?, 79µM*, 1, -30%, 10%, /, ?
CCCN(CCC)S(=O)(=O)c1ccc(N2CCCCS2(=O)=O)cc1
    -15%, -3%, -17%, 21%, 0, 25%, 0%, -2%[59 µM], -7%
Cc1c(C(C)(C)O)[nH]c2ccc(C(F)(F)F)cc12
    4%, -26%[57.1 µM], -10%, 34%, 1, 4%, -2%, -39%, ?
Cc1c(NC(=O)Nc2ccccc2Cl)sc(=S)n1C
    -10%, 38%[activator], ?, -15%, 3, -10%, -1%, ?, -16%
COCCn1c(C)cc(C2=NNC(=Nc3ccc(F)cc3)SC2)c1C
    -2%, -37%, ?, -12%, 0, ?, 1%, ?, -32%
COc1ccc(C(=O)OCC(=O)N2CCCC2=O)c(OC)c1
    1%, -4%, 10%, 26%, 7, 19%, 7%, 25%[12.7 µM], -9%
COc1ccccc1C(=O)NC(=S)Nc1ccc(NC(=O)c2ccco2)cc1
    -10%, 0%, -2%, -3%, -2, -31%, 1%, ?, -6%
COc1ccc(NC(=O)COC(=O)C(NC(=O)c2ccc(C)cc2)C(C)C)cn1 (stereo not drawn)
    8%, /, -9%, 34%, -1, -25%, -14%, /, -10%
CCCc1n[nH]c2c1C(=O)CC(C)(C)C2
    2%, 11%, -10%, 18%, -2, 25%, -3%, 1%[59 µM], -10%
CCOC(=O)c1cc(-c2ccccc2)n(CC(=O)NCc2ccccc2)c1C
    6%, -3%, -6%, 48%[activator], 1, -4%, -5%, -16%[59 µM], -29%
COc1ncccc1C(=O)N1CCCC(C(=O)c2cc(F)ccc2F)C1 (stereo not drawn)
    0%, -3%, -1%, 51%[activator], -1, 0%[11.4 µM], -6%, 12%, -16%
Fc1ccc(CNc2cnccn2)cc1
    3%, -3%, 24%, 0%, 2, 24%, -2%, 5%[12.7 µM], -20%
CCCS(=O)(=O)N1CCN(C(=O)c2ccco2)CC1
    1%, 9%, 0%, 22%, 1, -22%, 2%, -24%, -6%
O=C(CSc1nc2ccccc2c(=O)n1NC(=O)c1ccccc1)c1ccc(Cl)cc1
    0%, -28%, -4%, 15%, -14, 2%, 2%, 58%[activator][59 µM], -22%
CCN(CC1COc2ccccc2O1)C(=O)CN1C(=O)NC(C)(c2ccc(C)cc2)C1=O (stereo not drawn)
    3%, -16%, 7%, 17%, 0, -28%, -1%, -40%[59 µM], -16%
O=C(c1cnc2n(c1=O)CCS2)N1CCN(c2ccccc2F)CC1
    19%, 6%, 3%, 35%, 2, 13%, -3%, -11%[59 µM], -9%
CCOC(=O)c1cnc2c(Cl)cccc2c1NCCN(C)C
    13%, 7%, 0%[57.4 µM], 9%, 7, 15%, 3%, ?, -11%
COc1ccc(-c2csc3ncnc(Nc4cccc(OC)c4)c23)cc1
    11%, 8%, -20%, 56%[activator], -1, -2%, 6%, 2%[12.7 µM], 16%
CC(NC(=O)c1cnccn1)c1ccc(S(N)(=O)=O)cc1 (stereo not drawn)
    28%, 1%, -10%, 14%, 1, -8%[11.4 µM], 0%, /, -7%[11.4 µM]
CCN(CC)S(=O)(=O)c1ccc(NC(=O)CSc2nnc(-c3ccc(F)cc3)o2)cc1
    11%, 2%, 0%, 10%, -1, 10%, /, 8%[12.7 µM], -3%
COc1cc(/C=N/NC(=O)CN(Cc2ccccc2)S(=O)(=O)c2ccc3c(c2)OCCO3)ccc1O
    18%, -6%, -1%, -7%, 5, -22%, /, 6%[59 µM], ?
CCc1cccc(C)c1NC(=O)CCCN1C(=O)C(c2ccccc2)Oc2cccnc21 (stereo not drawn)
    -4%, -15%, -27%, 37%, -5, 13%, -4%, 2%[59 µM], 5%
O=C(Cn1c(=O)oc2cccnc21)Nc1ccc(C(F)(F)F)cc1
    2%, -1%, 5%, 1%, 1, 21%, 1%, -2%, -10%
CC(=O)c1ccc(OC(C)C)c(CN2CCCCC2)c1
    7%, -30%, -4%&-3%, 65%[activator], 2, -2%, /, -29%[12.7 µM], -12%
Cc1ccc(N(CC(=O)NC(C)(C)C)C(=O)CS(=O)CC(=O)Nc2ccc(F)cc2)cc1 (stereo not drawn)
    -2%, 2%, -36%, 46%[activator], -3, 2%, -16%, /, -6%
COc1c2ccc(C(=O)NCc3cc(C(F)(F)F)cc(C(F)(F)F)c3)cc2nn1C
    -5%, 4%, 14%, 37%, -2, 10%, 19%, 11%[59 µM], -16%
CCOc1cc(C(=S)N2CCOCC2)ccc1OS(=O)(=O)c1ccccc1[N+](=O)[O-]
    17%, ?, 0%, 8%, -3, -11%, -6%, 10µM*, -32%
COCCCn1c(SCC(=O)N2CCc3ccccc32)nnc1-c1ccoc1C
    16%, /, -11%, 26%, -5, -8%, 2%, /, -32%
COc1cc(NC(=NS(=O)(=O)c2ccccc2)c2ccccc2)ncn1
    -13%, /, 8%, 17%, 8, 10%, -4%, /, -18%
O=C(c1cc2ccccc2o1)N1CCN(S(=O)(=O)c2c(F)cccc2F)CC1
    -2%, 9%, 2%, 11%, 2, 12%, 3%, 9%[59 µM], -26%
O=C(CSc1n[nH]c(=O)[nH]c1=O)N/N=C/C=C/c1ccccc1
    16%, -18%, 3%, 17%[57 µM], 3, 3%, 1%, 10%, -7%

# Bioassay records from PubChem BioAssay.
